Screening results (PubChem)
PP5 primary – blocks human protein phosphatase 5 activity; purified PP5c, OMFP substrate fluorescence; inhibition, % at 6.7 µM; 320,000 tested, 0.18% active; AID 1987;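 active = inhibition above the campaign's mean inhibition across all tested compounds plus 3 SD, cut at about 9.5% in these data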;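 note: 0% = DMSO only and 100% = 100 µM cantharidin control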
Target sequence (P53041 whole entry, looked up): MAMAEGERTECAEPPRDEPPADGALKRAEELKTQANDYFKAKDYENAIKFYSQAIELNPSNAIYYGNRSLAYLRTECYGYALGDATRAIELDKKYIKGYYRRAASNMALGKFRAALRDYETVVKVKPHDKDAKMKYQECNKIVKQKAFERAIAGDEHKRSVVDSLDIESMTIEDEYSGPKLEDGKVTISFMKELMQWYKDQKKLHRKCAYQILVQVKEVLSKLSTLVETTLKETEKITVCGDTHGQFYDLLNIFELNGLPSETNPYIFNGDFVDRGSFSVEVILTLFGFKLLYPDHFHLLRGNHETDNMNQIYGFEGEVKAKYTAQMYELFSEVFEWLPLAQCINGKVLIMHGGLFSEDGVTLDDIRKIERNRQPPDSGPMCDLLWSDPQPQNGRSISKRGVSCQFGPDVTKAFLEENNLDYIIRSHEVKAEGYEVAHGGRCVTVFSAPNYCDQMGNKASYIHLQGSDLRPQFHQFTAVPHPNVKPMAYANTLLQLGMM
Yeast superoxide – caloric restriction mimetics inhibiting age-related superoxide in yeast; S. cerevisiae aged cells, superoxide DHE fluorescence; stronger effect = lower value; superoxide response (% of plate mean), % at 10 µM; 330,000 tested, 0.18% active; AID 2690;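 active = superoxide response under a set limit, about three screen SD below normal, cut at about 65% in these data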;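 note: yeast aged for seven days with compound at 30 °C before DHE staining; 100% = average MFI of all compound-treated wells on the plate with controls excluded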
EBNA-1 inh – blocks EBNA-1 binding to DNA; EBNA-1 DNA binding, fluorescence polarization; inhibition, % at 14.8 µM; 300,000 tested, 0.34% active; AID 1950; in the data active = inhibition above about 28%
Fh CTSL1 inh – counter-screen for PFM18AAP inhibitors: inhibitors of F. hepatica cathepsin L1. recombinant F. hepatica cathepsin L1, Z-Leu-Arg-MCA fluorescence. inhibition, % at 5.96 µM. 300,000 tested, 0.49% active;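 active = inhibition above the mean of all tested compounds plus 3 SD, set per screening campaign, cut at about 17% in these data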;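 note: 0% = plate median of test compound wells and 100% = 1 µM Z-Phe-Ala-diazomethylketone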
HCV core dimer – HCV core protein dimerization inhibition | 300,000 tested, 0.33% active | TR-FRET GST/Flag-core106 dimerization, 1536-well | inhibition, % at 5 µM | AID 1899;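 active = inhibition above the mean of all tested compounds plus 3 SD, set per screening campaign, cut at about 45% in these data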
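Material: Tagged HCV core106 pair (GST and Flag) | Amount: GST-core106 13.5 nM, Flag-core106 17 nM | Medium: KF-containing HEPES buffer, pH 7.45, DTT, CHAPS, BSA | Reagent: Eu donor and XL665 acceptor anti-tag antibodies | Schedule: 4 h at 22.5 °C | Technique: Time-resolved FRET, ex 340 nm, em 617 and 671 nm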
ZTA counter – blocks Epstein-Barr virus ZTA, an EBNA-1 counter-screen | inhibition, % at 11 µM | P03206 | 320,000 tested, 0.15% active | ZTA-DNA binding, fluorescence polarization; in the data active = inhibition above about 33%
Target sequence (P03206 whole entry, looked up): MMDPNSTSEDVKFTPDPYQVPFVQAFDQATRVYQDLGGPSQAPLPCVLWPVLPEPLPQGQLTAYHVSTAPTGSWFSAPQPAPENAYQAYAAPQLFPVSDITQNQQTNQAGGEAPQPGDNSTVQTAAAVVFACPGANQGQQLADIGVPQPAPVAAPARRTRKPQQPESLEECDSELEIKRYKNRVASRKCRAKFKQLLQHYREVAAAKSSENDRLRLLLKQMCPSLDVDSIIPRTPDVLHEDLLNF
JMJD2C inh – human JMJD2C demethylase inhibition; AID 2099; inhibition, % at 2.35 µM; GST-JMJD2C(1-420) H3K9me3 demethylation, DELFIA europium; Q9H3R0; 330,000 tested, 0.069% active;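 active = more than half of a compound's replicate wells show inhibition beyond 50%, single wells judged on their own value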;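 note: signal counts dimethyl H3K9 product captured on neutravidin plate; 0% = median of DMSO wells and 100% = 0.3 times that DMSO median; strong numbers were not always called active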
TPT1 inh – C. albicans TPT1 enzyme inhibition | inhibition, % at 5 µM | 300,000 tested, 0.81% active | recombinant caTPT1, FP RNA substrate dephosphorylation;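 active = inhibition above the mean of all tested compounds plus 3 SD, set per screening campaign, cut at about 24% in these data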;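 note: plate controls were DMSO alone for no effect and ferristatin control at 100 nM for full effect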
PP1 inh – counter-screen for PP5 inhibitors: inhibitors of human PP1-alpha; P62136; purified PP1alpha, OMFP fluorescence; inhibition, % at 6.7 µM; 320,000 tested, 0.9% active; AID 2235;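 active = inhibition above the mean inhibition of all tested compounds plus 3 SD, computed separately for each screening campaign, cut at about 15% in these data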
An asterisk follows results filed as active; i = inactive; x = no result given. These rows are one share of the data; count on the stated rates, not on these rows.

SMILES	PP5 primary	Yeast superoxide	EBNA-1 inh	Fh CTSL1 inh	HCV core dimer	ZTA counter	JMJD2C inh	TPT1 inh	PP1 inh
Cc1c(C=C2C(=O)N(C)C(=O)N(C)C2=O)c(=O)n(-c2ccccc2)n1C	-0.9	104	8	-2	-4	3	11	13	0
C=CCN1C(=O)/C(=C/c2cc(C)n(-c3ccccn3)c2C)C(=O)NC1=S	0.5	78	7	-3	2	0	0	4	1
Fc1ccccc1CNCCc1ccc2c(c1)OCO2	-0.1	104	1	-2	10	1	2	-3	-3
N#CSCC(=O)N1c2ccccc2CCc2ccccc21	1.3	93	-1	-3	0	2	-4	1	-3
Cc1cccc(-n2c(=S)[nH]c3ccccc3c2=O)n1	-2.1	102	0	6	0	-11	-7	1	0
O=C(Cc1ccccc1)Oc1cccc(-n2cnnn2)c1	1.2	93	-1	-25	2	-7	1	-2	0
Cc1ccc(NC(=O)CSc2nnc([C@@H](N)Cc3c[nH]c4ccccc34)o2)c(C)c1	1.6	87	-10	0	-1	-14	-3	0	-2
COc1cccc(C(=O)C2CCCN(Cc3cnn(C(C)C)c3)C2)c1 (stereo unspecified)	1.3	101	7	-1	-1	-3	3	-1	-1
CCN1CCN(Cc2cc(Br)cc(OC)c2O)CC1	3.5	89	-11	4	4	-22	-1	0	3
CC1CCCC(NC(=O)CNC(=S)N2CC3CC(C2)c2cccc(=O)n2C3)C1C (stereo unspecified)	1.2	95	-2	-1	6	-16	3	0	5
CN(c1ccc(OCC(=O)N2CCN(C/C=C/c3ccccc3)CC2)cc1)S(=O)(=O)c1cccs1	1.7	98	-1	5	10	8	4	1	6
CCOc1ccc(CC2C(=O)NC(=O)N(c3ccc(CC)cc3)C2=O)cc1 (stereo unspecified)	2.3	107	-6	2	8	26	1	2	0
O=C1NC(=O)N(c2ccccc2)C(=O)/C1=C/c1ccc([N+](=O)[O-])s1	3.0	101	2	1	-5	6	9	14	1
O=C1CN(C(=O)CN2CCCCC2)C(c2ccccc2)c2cc(Br)ccc2N1 (stereo unspecified)	2.7	104	4	-3	-2	-14	5	-1	-3
CC(C)C1(C)N=C(c2nc3ccccc3cc2C(=O)O)NC1=O (stereo unspecified)	0.8	106	-2	-5	-2	-13	2	-2	-3
O=C(c1cc(-c2ccccc2)on1)N1CCC2(CC1)OCCO2	-2.5	108	1	-6	-1	-6	-2	-2	7
CC1(C)NC(=O)[C@H]2CCCN21	1.8	95	1	5	4	-8	6	-1	0
CN1CCN(Cc2ccc(Br)s2)CC1	-1.2	100	9	1	1	-6	1	2	-2
O=c1c2ccccc2nc(Cc2ccccc2)n1-c1cccc(O)c1	1.5	80	-7	3	-1	9	2	0	-4
C=CCn1c(O)c(C(CC)=NC2CC2)c(=O)[nH]c1=O	5.2	96	7	-2	-3	8	2	-1	4
CCCNC(=O)N1[C@H]2CC[C@@H]1C(C(=O)OC)=C(c1ccc(OC)c(OC)c1)C2	1.5	82	x	x	x	-9	1	x	-4
CN1CCN(c2c(C#N)c(C(F)(F)F)nn2C)CC1	-2.9	97	0	0	4	6	7	-3	-2
CC[C@@H](CO)C1CC2NC3CC4(c5ccccc5N(C)[C@@H]24)C(O)C31 (stereo partly specified)	4.2	109	-4	-2	-2	2	6	-1	-5
CC(=O)c1c(C)[nH]c(C(=O)N2CCC3(CC2)OCCO3)c1C	1.4	84	-8	1	-9	16	-5	1	-4
CCN1CCN(C(c2cccs2)C(C)NC(=O)Oc2ccccc2)CC1 (stereo unspecified)	-0.2	112	8	2	-10	0	-3	-3	2
CCOC(=O)/C(CCCN(CC)CC)=N\O	1.5	112	-14	-5	-5	14	4	0	-1
CCOC(=O)c1ccc(NC(=O)c2c(O)[nH]c(=O)[nH]c2=O)cc1	-2.6	96	-2	1	-2	-3	-7	-1	9
Fc1ccc(C2=CCN(C(c3cccs3)c3nnnn3CCc3ccccc3)CC2)cc1 (stereo unspecified)	1.3	105	-5	-2	21	-9	-2	0	11
CC1CN=C(NCc2ccncc2)S1 (stereo unspecified)	0.8	89	3	-2	-5	-1	-8	-4	-1
CC[C@H]1C2C[C@H]3[C@@H]4N(C)c5ccccc5C45C[C@H](C2[C@H]5O)N3[C@@H]1O (stereo partly specified)	2.6	94	2	-2	-9	-17	x	3	-2
O=c1c2ccccc2nc(SCC2CCCCO2)n1-c1ccccc1 (stereo unspecified)	1.1	99	2	1	-2	-19	-4	0	3
CN1CCN(c2nc([N+](=O)[O-])nn2C)CC1	-2.0	98	-1	0	1	-6	3	1	0
C[C@]12C=CC(=O)C=C1CC[C@@H]1C2CC[C@]2(C)OC(=O)CCC12 (stereo partly specified)	-0.8	87	13	2	1	-11	5	-3	-2
Cc1ccc(S(=O)(=O)N2CN3CCN(C3)C2)cc1	0.7	86	-4	-2	4	-2	1	0	-2
NC(=O)Nc1cccc(C(F)(F)F)c1	2.8	116	0	-1	0	6	3	0	-8
CC(=O)c1ccc2c(c1)C1C(Cl)C(Sc3ccccc3[N+](=O)[O-])CC1C(c1ccccc1[N+](=O)[O-])N2 (stereo unspecified)	2.4	112	4	2	54*	10	4	16	16*
O=c1[nH]c(=S)n(C2CC2)c(O)c1/C=N/Nc1ccccc1	-2.1	83	8	3	-21	14	9	0	-1
CN1CCN(c2ccc([N+](=O)[O-])c(Sc3nncn3C)c2)CC1	-0.3	92	7	1	2	13	-6	-3	-3
CCCN1CCC[C@@H](c2cccc(O)c2)C1	-1.2	103	-1	4	-8	-4	5	0	-2
CCS(=O)(=O)NC(C)c1nnc2n1-c1ccc(Br)cc1C(c1ccccc1Cl)=NC2 (stereo unspecified)	0.6	100	-13	3	-2	9	7	0	-2
CN(C)c1ccc(/C=C2/C(=O)NC(=O)N(CCc3ccc(F)cc3)C2=O)cc1	4.3	106	2	3	-1	2	2	21	3
CC(=O)Nc1ccccc1C(=O)C(=O)Nc1cccc(C(=O)N2CCC3(CC2)OCCO3)c1	-0.3	97	12	4	-5	-14	-11	-6	-3
OC1/C(=C/c2ccc(C(F)(F)F)cc2)N2CCC1CC2 (stereo unspecified)	-1.8	92	-3	1	-4	18	-9	2	-3
CNC(C)(C)Cc1ccccc1	1.3	108	-4	5	-3	13	x	-1	-1
CCCOc1ccc(C(C)=O)cc1Cc1c(O)[nH]c(=S)[nH]c1=O	2.8	99	-2	0	-4	-6	-7	1	-2
CCN1CCN(c2nc([N+](=O)[O-])nn2C)CC1	-0.7	93	-3	0	-1	-2	-1	0	3
COc1ccc(Cl)cc1N=Cc1c(O)n(C)c(=O)n(C)c1=O	0.7	102	-3	4	-1	-6	7	2	0
O=[N+]([O-])NC1=NCCN1Cc1ccc(Cl)nc1	3.0	108	-7	-6	-3	6	-4	-2	-8
O=c1[nH]c(=S)[nH]c(O)c1C(c1ccccn1)c1c(O)[nH]c(=S)[nH]c1=O	2.5	85	-1	1	-6	-8	5	0	2
CCC(=NCc1ccco1)c1c(O)n(Cc2ccccc2)c(=O)[nH]c1=O	0.6	102	-6	1	0	-10	-10	4	3
CN(C)C(=O)Nc1cccc(OC(=O)N(C)C)c1	0.5	99	-5	1	1	0	9	-2	0
CC(=O)O[C@@]12CO[C@@H]1C[C@H](O)[C@@]1(C)C(=O)[C@H](O)C3=C(C)[C@@H](OC(=O)[C@H](O)[C@@H](NC(=O)c4ccccc4)c4ccccc4)C[C@@](O)([C@@H](OC(=O)c4ccccc4)C12)C3(C)C (stereo partly specified)	-0.5	69	-12	14	4	-23	i	-1	-12
NP(=O)(OCCCc1ccccc1)Oc1ccccc1 (stereo unspecified)	-2.2	95	5	-5	6	10	x	-1	-1
NC12CN3CN(CN(C3)C1)C2 (tested in a mixture with another compound)	0.7	98	-3	-3	2	-3	10	1	-3
COc1ccc(NS(=O)(=O)c2ccc(OCC(=O)N3CCN(C)CC3)cc2)cc1Cl	-1.5	87	6	-1	1	-5	6	-3	-2
CCCn1c(C(=O)c2ccccc2)nc2ccccc21	-0.6	80	4	10	-2	-5	0	-5	-3
CCN1CCN(C(=O)COc2cc(=O)n(CC)c3ccccc23)CC1	5.0	99	-1	1	-2	-16	2	-2	-3
C#CCN1CCN(c2cccc(C(F)(F)F)c2)CC1	0.3	92	-3	-6	3	6	15	4	-1
CCOP(=O)(OCC)C(O)c1ccccc1 (stereo unspecified)	-2.1	103	7	-3	-4	-2	-15	-4	4
CCOC(=O)CCN=Cc1c(O)n(-c2ccc(Br)cc2)c(=O)[nH]c1=O	1.7	100	-5	1	-4	2	-6	0	1

A stretch from the list above, as a working copy:
SMILES	PP5 primary	Yeast superoxide	EBNA-1 inh	Fh CTSL1 inh	HCV core dimer	ZTA counter	JMJD2C inh	TPT1 inh	PP1 inh
Cc1c(C=C2C(=O)N(C)C(=O)N(C)C2=O)c(=O)n(-c2ccccc2)n1C	-0.9	104	8	-2	-4	3	11	13	0
C=CCN1C(=O)/C(=C/c2cc(C)n(-c3ccccn3)c2C)C(=O)NC1=S	0.5	78	7	-3	2	0	0	4	1
Fc1ccccc1CNCCc1ccc2c(c1)OCO2	-0.1	104	1	-2	10	1	2	-3	-3
N#CSCC(=O)N1c2ccccc2CCc2ccccc21	1.3	93	-1	-3	0	2	-4	1	-3

Further entries
SMILES	PP5 primary	Yeast superoxide	EBNA-1 inh	Fh CTSL1 inh	HCV core dimer	ZTA counter	JMJD2C inh	TPT1 inh	PP1 inh
CC1(C(O)(C#CCN2CCCCC2)c2ccccc2)CCCC1 (stereo unspecified)	-0.8	124	-4	0	-6	-6	-11	4	0
O=c1[nH]c(=O)n(CCc2ccccc2)c(O)c1C=NC1CC1	1.8	91	8	3	10	9	1	-1	0
COc1c(C=C2C(=O)NC(=O)NC2=O)c(CCN(C)C(=O)c2ccccc2)cc2c1OCO2	1.8	78	8	1	0	2	-3	-1	-4
N#CCCn1cc(C(=O)Nc2ccccc2Br)c(-c2ccc([N+](=O)[O-])cc2)n1	-0.8	98	7	-3	3	12	-5	1	1

3 entries from above, ordered by length of the SMILES, largest number first:
SMILES	PP5 primary	Yeast superoxide	EBNA-1 inh	Fh CTSL1 inh	HCV core dimer	ZTA counter	JMJD2C inh	TPT1 inh	PP1 inh
CCS(=O)(=O)NC(C)c1nnc2n1-c1ccc(Br)cc1C(c1ccccc1Cl)=NC2 (stereo unspecified)	0.6	100	-13	3	-2	9	7	0	-2
OC1/C(=C/c2ccc(C(F)(F)F)cc2)N2CCC1CC2 (stereo unspecified)	-1.8	92	-3	1	-4	18	-9	2	-3
NP(=O)(OCCCc1ccccc1)Oc1ccccc1 (stereo unspecified)	-2.2	95	5	-5	6	10	x	-1	-1

Compound profiles (already shown):
`N#CCCn1cc(C(=O)Nc2ccccc2Br)c(-c2ccc([N+](=O)[O-])cc2)n1` is listed as PP5 primary = -0.8; Yeast superoxide = 98; EBNA-1 inh = 7; Fh CTSL1 inh = -3; HCV core dimer = 3; ZTA counter = 12; JMJD2C inh = -5; TPT1 inh = 1; PP1 inh = 1
`O=c1[nH]c(=O)n(CCc2ccccc2)c(O)c1C=NC1CC1` is listed as PP5 primary = 1.8; Yeast superoxide = 91; EBNA-1 inh = 8; Fh CTSL1 inh = 3; HCV core dimer = 10; ZTA counter = 9; JMJD2C inh = 1; TPT1 inh = -1; PP1 inh = 0
